Screening results from PubChem BioAssay.
MITF primary – MITF inhibitors, primary screen, biochemical, AlphaScreen, human; actives 0.91% (n = 650,000); inhibition, % at 2.6 µM; AlphaScreen MITF homodimerization, bead proximity signal; Microphthalmia-associated transcription factor (Homo sapiens), O75030; AID 1259374, 2018; in the data active = inhibition above about 50%;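 note: 0% = vehicle wells with protein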
Target sequence (O75030 whole entry, looked up): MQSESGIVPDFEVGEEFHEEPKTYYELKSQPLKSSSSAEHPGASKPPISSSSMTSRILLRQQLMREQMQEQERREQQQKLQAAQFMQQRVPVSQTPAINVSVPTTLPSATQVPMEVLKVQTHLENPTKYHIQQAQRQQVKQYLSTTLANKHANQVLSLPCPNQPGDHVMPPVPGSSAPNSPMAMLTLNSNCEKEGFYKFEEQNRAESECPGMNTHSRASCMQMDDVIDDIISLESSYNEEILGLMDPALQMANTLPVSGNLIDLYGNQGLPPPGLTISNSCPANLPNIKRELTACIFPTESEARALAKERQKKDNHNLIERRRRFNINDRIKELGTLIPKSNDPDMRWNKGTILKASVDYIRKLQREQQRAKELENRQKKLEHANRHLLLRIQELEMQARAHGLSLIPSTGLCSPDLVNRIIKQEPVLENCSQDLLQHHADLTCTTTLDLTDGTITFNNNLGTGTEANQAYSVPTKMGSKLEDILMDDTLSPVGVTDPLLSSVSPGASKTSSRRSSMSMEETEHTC
FBW7 activator – FBW7 E3 ligase activators, primary screen, biochemical, AlphaScreen, human. actives 0.13% (n = 650,000). F-box/WD repeat-containing protein 7 (Homo sapiens), Q969H0. AlphaScreen FBW7–phospho-cyclin E peptide binding, activator screen. AID 1259310, 2017. normalized activity (activation), % at 26.1 µM; in the data active = normalized activity above about 1.9%;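 note: purified mutant Fbw7 with reduced substrate affinity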
GPR151 activ – activators of human GPR151, primary screen, cell-based, PathHunter beta-arrestin, luminescence | G-protein coupled receptor 151 (Homo sapiens), Q8TDV0 | actives 1% (n = 650,000) | PathHunter beta-arrestin GPR151 cells | activation, % at 11.2 µM; in the data active = activation above about 4.9%;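 note: 0% = median of compound wells and 100% = cells with positive control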
Target sequence (Q8TDV0 whole entry, looked up): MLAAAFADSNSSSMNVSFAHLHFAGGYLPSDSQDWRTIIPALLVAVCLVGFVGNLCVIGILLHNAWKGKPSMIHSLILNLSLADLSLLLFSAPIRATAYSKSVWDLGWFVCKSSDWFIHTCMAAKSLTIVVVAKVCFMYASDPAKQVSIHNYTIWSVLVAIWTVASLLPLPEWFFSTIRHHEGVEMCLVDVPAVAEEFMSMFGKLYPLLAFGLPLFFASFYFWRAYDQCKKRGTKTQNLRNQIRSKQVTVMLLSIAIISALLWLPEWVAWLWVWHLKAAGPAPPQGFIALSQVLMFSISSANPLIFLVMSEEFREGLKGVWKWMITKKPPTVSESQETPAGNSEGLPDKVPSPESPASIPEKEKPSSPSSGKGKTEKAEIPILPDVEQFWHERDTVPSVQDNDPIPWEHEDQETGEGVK
TEAD-YAP block – TEAD-YAP interaction inhibition, primary screen, TEAD-YAP interaction inhibitor project, luminescence, HEK-TIYL cells; TEAD-Gal4/YAP UAS-luciferase luminescence; inhibition, % at 9.12 µM; actives 1.4% (n = 640,000); in the data active = inhibition above about 32%;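 note: 0% = median of test compound wells and 100% = reference inhibitor wells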
An asterisk follows results filed as active. An unsorted share of the library (roughly 3.4% active in at least one column).

SMILES	MITF primary	FBW7 activator	GPR151 activ	TEAD-YAP block
CN(CC(=O)NC1CC1)S(=O)(=O)c1ccc(Cl)cc1	14	0.7	1.1	6
N/C(Cc1cccc2ccccc12)=N\OC(=O)c1ccc2c(c1)OCO2	11	0.2	0.0	5
CCn1nnnc1SCC(=O)Nc1cccc(C(C)=O)c1	2	0.0	1.2	-5
COc1ccc(NC(=O)COc2ccc(Br)cc2C=O)cc1	3	0.0	3.1	0
CCOc1ccc(CC(=O)O)cc1	-12	0.3	-0.6	2
Cn1c(=NC(=O)c2cccc(Cl)c2)sc2cc(Br)ccc21	-23	-0.1	1.4	-13
CCOC(=O)CSc1nc2c(c(=O)[nH]c(=O)n2C)n1CC(O)COc1ccc(Cl)cc1 (stereo not drawn)	-1	0.0	-0.3	5
O=C(c1ccccc1)c1ccc(OCCCCn2ccnc2)cc1	34	0.0	-0.4	3
Cc1sc2nc(SCC(=O)Nc3cccc(F)c3)nc(N)c2c1C	6	1.8	-0.7	11
O=C(Cn1c(=O)n(-c2ccccc2)c(=O)n1CC(=O)N1CCCCC1)N1CCCCC1	0	-0.1	-1.1	6
COc1ccc(CSCC(=O)Nc2ccccc2SC)cc1	-19	0.1	1.4	-7
Cc1ccc2c(c1)C(c1cccs1)=NNC(c1cccnc1)=N2	-3	0.0	-1.3	0
COc1cc(-c2cncc(-c3cnn(Cc4ccccc4)c3)n2)cc(OC)c1OC	-7	-0.2	0.3	5
CC(C)c1nnc(NC(=O)c2cc3ccccc3o2)s1	-1	0.0	-1.7	-61
CC1(C)C2CCC1(CS(=O)(=O)NCc1ccco1)C(=O)C2 (stereo not drawn)	6	-0.1	-0.5	4
COc1ccc(-c2noc(N3CCN(c4cccc(C)c4)C(C)C3)n2)cc1 (stereo not drawn)	4	-0.3	1.0	-1
N#CCSc1nc2cc(C(=O)N3CCCCC3)ccc2c(=O)n1C1CCCCC1	-1	-0.5	0.8	3
CCOc1ccc(C2C(C(=O)OCCOc3ccccc3)=C(C)NC3=C2C(=O)CC(c2ccccc2)C3)cc1OC (stereo not drawn)	4	0.5	0.9	5
COc1ccccc1N1CCN(/N=C\c2cccs2)CC1	-2	-0.1	-1.0	-57
COc1cc2nc(-c3csc4ccccc34)nc(Nc3cc(OC)c(OC)c(OC)c3)c2cc1OC	3	-0.1	2.3	-1
COc1c(Cl)cc(Cl)cc1C(=O)Nc1ccc(I)cn1	4	0.0	0.9	-6
COc1ccc(-c2nc(N)c3ncn(CCN4CCCC4=O)c3n2)cn1	-4	0.5	2.8	-4
O=C1CCC(CCNCc2cc3c(cc2Cl)OCO3)N1CCc1ccc(F)cc1 (stereo not drawn)	15	0.0	-1.7	-5
CC1(C)CC(=O)C2=C(C1)NC1=C(C(=O)CC(C)(C)C1)C2c1ccc(O)cc1	-6	-0.1	-1.4	0

Grouped by structure, the entries above containing fluorine (2)
SMILES	MITF primary	FBW7 activator	GPR151 activ	TEAD-YAP block
Cc1sc2nc(SCC(=O)Nc3cccc(F)c3)nc(N)c2c1C	6	1.8	-0.7	11
O=C1CCC(CCNCc2cc3c(cc2Cl)OCO3)N1CCc1ccc(F)cc1 (stereo not drawn)	15	0.0	-1.7	-5

Next entries:
SMILES	MITF primary	FBW7 activator	GPR151 activ	TEAD-YAP block
Cc1cc(/C=C2\Sc3ccccc3N2C)cc(C)[n+]1N(C)C	3	-0.3	0.5	78*
CCOc1ccc(C2C(C(C)=O)=C(O)C(=O)N2CCCN2CCOCC2)cc1 (stereo not drawn)	-1	0.5	-0.9	-3
CCOC(=O)CCc1c(C)nc2c(-c3ccc(C)cc3)c(C)[nH]n2c1=O	4	0.1	0.2	1
COc1cc(/C=c2\sc3nc(=O)c(C)nn3c2=O)ccc1OCc1ccccc1	22	0.0	-1.7	-8
COC(=O)c1nc2nc(C)cc(C)n2n1	-8	0.1	-0.2	3
CCOC(=O)c1c(N2C(N)=C(C#N)C(c3cccc([N+](=O)[O-])c3)C3=C2CC(C)(C)CC3=O)sc2c1CCCCC2 (stereo not drawn)	12	0.5	0.0	-3
Cc1ccc(NC(=O)COc2ccc(/C=C3/NC(=O)NC3=O)cc2)cc1	2	0.1	0.3	14
Cn1c2c(c(=O)[nH]c1=O)C(c1cccnc1)C1=C(CC(C)(C)CC1=O)N2 (stereo not drawn)	4	-0.2	-0.5	3
O=C(Nc1ccccc1I)c1ccccc1[N+](=O)[O-]	8	0.0	1.2	3
Cc1cc(F)ccc1S(=O)(=O)Nc1c(C)n(C)n(-c2ccccc2)c1=O	-13	-0.1	-0.5	-2
Cc1cc(NC(=O)CSc2cn(CCNC(=O)c3ccccc3C)c3ccccc23)no1	18	0.0	-1.1	-1
CCOC(=O)N1CCN(c2c(N3CCC(C(N)=O)CC3)c(=O)c2=O)CC1	16	-0.1	0.0	-9
Cc1ccc(NC(=S)N(Cc2ccccn2)Cc2ccccc2Cl)cc1Cl	12	0.1	-1.7	-11
Cc1cccc(NC(=O)C(C)N2C(=O)c3ccccc3C2=O)c1C (stereo not drawn)	4	0.0	-0.8	6
Cc1ccc(S(=O)(=O)Nc2ccccc2C(=O)NCc2ccco2)cc1	-8	0.1	0.7	-4
CCSc1nnc(-c2ccccc2N)c(=O)[nH]1	-2	0.0	-0.5	-14
Cc1ccc2cc(C#N)c(NCCCNC(=O)c3cccs3)nc2c1	-1	0.1	0.8	-2
COCc1cc(CN2CCCC(C(=O)Nc3ccc(-c4ccco4)cc3)C2)ccc1OC (stereo not drawn)	5	0.0	-0.2	1
O=C(O)CC1SC(=Nc2ccccc2)N(c2ccccc2)C1=O (stereo not drawn)	4	-0.1	0.5	0
COC(=O)c1cc(S(=O)(=O)N2CCCCC2)cn1C	6	0.2	-1.2	1
O=c1nc(Nc2ccc([N+](=O)[O-])cc2)nc(Nc2ccccc2)[nH]1	-3	-0.3	0.7	7
COc1ccc(CCN2C(=O)CC(C(=O)Nc3ccc(F)cc3)SC2=Nc2ccc(F)cc2)cc1 (stereo not drawn)	17	0.1	-0.5	1
Cc1ncc(CO)c2cc(C(N)=O)c(=Nc3ccccc3I)oc12	7	-0.3	-0.9	7
COC(=O)/C=C/c1ncc(C(F)(F)F)cc1Cl	-4	-0.1	-1.3	-4

In the list so far, 3 contain a cyano group.
SMILES	MITF primary	FBW7 activator	GPR151 activ	TEAD-YAP block
N#CCSc1nc2cc(C(=O)N3CCCCC3)ccc2c(=O)n1C1CCCCC1	-1	-0.5	0.8	3
CCOC(=O)c1c(N2C(N)=C(C#N)C(c3cccc([N+](=O)[O-])c3)C3=C2CC(C)(C)CC3=O)sc2c1CCCCC2 (stereo not drawn)	12	0.5	0.0	-3
Cc1ccc2cc(C#N)c(NCCCNC(=O)c3cccs3)nc2c1	-1	0.1	0.8	-2

(continued)
SMILES	MITF primary	FBW7 activator	GPR151 activ	TEAD-YAP block
CCOC(=O)c1c(NC(=O)c2ccc(Cl)cc2)sc(C(=O)Nc2ccc(C)c(Cl)c2)c1C	-6	0.0	0.8	-11
CCOc1ccc(C(=O)NCC(=O)OCC(=O)N2CCCC2=O)cc1	-5	0.1	-1.5	-12
c1ccc(-c2nc(-c3cccnc3)cc(N3CCOCC3)n2)nc1	-2	-0.6	1.6	-8
CCn1c(C)c(C(C)=O)c(N2CCN(c3cccc(Cl)c3)CC2)nc1=S	2	0.1	-1.0	8
O=C(Nc1cccc2ccc(-n3ccnc3)nc12)c1ccsc1	0	0.1	0.9	9
CC(=O)c1c(C)[nH]c(C(=O)Nc2ccc(Br)cc2)c1C	3	-0.2	0.1	-73
Cc1nc(OCC(C)C)c2sc3nc4c(cc3c2n1)COC(C)(C)C4	-7	0.0	0.6	-54
COc1cc(C2NC(=O)NC(C)=C2C(=O)OCCC#N)ccc1O (stereo not drawn)	2	0.1	-0.2	-3
Cc1ccc(S(=O)(=O)N(CC(O)Cn2c3ccccc3c3ccccc32)c2ccc(Cl)cc2)cc1 (stereo not drawn)	5	0.1	0.2	3
CCOC(=O)N1CCC(N2C(=O)c3ccc(C(=O)NC4CCCC4)cc3C2=O)CC1	4	0.1	0.0	4
Cc1ccc(NC(=O)CS(=O)(=O)c2ccccc2)cc1	5	0.0	6.1*	-7
CCOC(=O)C1(Cc2ccc(OC)cc2)CCN(C(=O)CCn2ccc(C)n2)CC1	-10	-0.2	0.4	-1
COc1ccc(OC)c(/C=C2/N=C(c3cccc([N+](=O)[O-])c3C)OC2=O)c1	11	-0.1	0.2	5
O=C(O)c1cc(S(=O)(=O)N2CCOCC2)c(Cl)cc1NC1CCCCC1	5	0.1	1.2	11
COc1cc(C2C(C#N)=C(N)Oc3n[nH]c(-c4ccc(Cl)s4)c32)ccc1O (stereo not drawn)	-10	-0.4	1.4	4
COc1ccccc1/C=C(\C#N)c1nn(-c2ccccc2)c(N)c1C#N	-8	-0.2	-0.1	-3
Fc1ccc(N2CCN(C(=S)NC3CCCCC3)CC2)cc1	1	-0.1	0.2	-7
COc1ccc(Cl)cc1-c1ccc(/C=C2\SC(=N)N(c3nonc3NC(C)=O)C2=O)o1	9	-0.1	-1.1	1
Cc1ccc(S(=O)(=O)N2CCN(C(=O)CN3CCOCC3)C2c2ccccc2)cc1 (stereo not drawn)	8	-0.1	1.3	3
COc1ccc(/C=C2/SC(N3CCN(c4ccc([N+](=O)[O-])cc4)CC3)=NC2=O)cc1	11	0.0	-1.6	5
CCCCC(=O)Nc1c(-c2ccccc2)nc2ccccn12	3	0.0	0.4	7
COc1ccc(-c2c(C)oc3c(CN4CCN(C)CC4)c(O)ccc3c2=O)cc1OC	-1	-0.1	0.6	-2
CCOc1ccccc1/C=C/C(=O)NCC(=O)O	8	0.1	-1.3	-5
CCOC(=O)c1c(-c2ccc(OC)cc2)oc2ccc(OC(=O)N3CCOCC3)cc12	6	0.1	1.8	3
CCN(CC)C(=O)C1CCCN(Cc2ccc(C(F)(F)F)cc2)C1 (stereo not drawn)	53*	0.0	0.3	14
COc1cccc(NC(=O)c2cc3c(=O)n(C)c4ccccc4c3n2C)c1	4	-0.1	0.0	-7
CCCCn1c(SC)nc2sc3c(c2c1=O)CCCCC3	22	0.0	-0.6	6
COC(=O)CC1C(=O)NC2CCCCC2N1C(=O)Nc1ccccc1 (stereo not drawn)	-12	-0.1	-0.3	-20
COc1ccc(-n2nc(C(=O)NCC(=O)Nc3nc4ccc(OC)cc4s3)c3ccccc3c2=O)cc1	-3	-0.1	1.5	0
COc1ccc(CCNC(=O)CN2CCN(Cc3nc(-c4ccco4)cs3)CC2)cc1OC	70*	-0.7	-0.4	8
COc1cccc(C2=NN3C(C2)c2cc(Cl)ccc2OC3c2cccc(Cl)c2)c1 (stereo not drawn)	-9	-0.1	0.1	-47
CC(=O)Oc1ccc2c(C)c(C)c(=O)oc2c1OC(C)=O	8	-0.4	-0.2	2
CCN1CCN(c2cc(C)c3cc(NC(=O)/C=C/c4ccc(C)cc4)ccc3n2)CC1	-6	0.0	-1.2	-1
Cc1ccc(Cl)cc1N1CCN(C(=O)c2cnn3c(C)c(Cc4ccccc4Cl)c(C)nc23)CC1	-4	0.0	1.8	2
Cc1cc(C(=O)Nc2ccc3nc(N4CCCCC4)cc(C)c3c2)ccc1[N+](=O)[O-]	16	0.0	-0.1	5
CCN(CC)c1nc(Nc2ccccc2)nc(Nc2cc(OC)c(OC)c(OC)c2)n1	9	0.1	0.0	-1

Part of the list above, set out differently:
| canonical_smiles | MITF primary | FBW7 activator | GPR151 activ | TEAD-YAP block |
| --- | --- | --- | --- | --- |
| CCOC(=O)c1c(N2C(N)=C(C#N)C(c3cccc([N+](=O)[O-])c3)C3=C2CC(C)(C)CC3=O)sc2c1CCCCC2 (stereo not drawn) | 12 | 0.5 | 0.0 | -3 |
| Cc1ccc(NC(=O)COc2ccc(/C=C3/NC(=O)NC3=O)cc2)cc1 | 2 | 0.1 | 0.3 | 14 |

3 compounds out of the list, arranged by length of the SMILES, falling:
SMILES	MITF primary	FBW7 activator	GPR151 activ	TEAD-YAP block
Cc1cc(NC(=O)CSc2cn(CCNC(=O)c3ccccc3C)c3ccccc23)no1	18	0.0	-1.1	-1
O=C(O)c1cc(S(=O)(=O)N2CCOCC2)c(Cl)cc1NC1CCCCC1	5	0.1	1.2	11
Cc1ncc(CO)c2cc(C(N)=O)c(=Nc3ccccc3I)oc12	7	-0.3	-0.9	7

(listing goes on)
SMILES	MITF primary	FBW7 activator	GPR151 activ	TEAD-YAP block
O=C(N[C@H]1C[C@H]2C(=O)N[C@H](Cc3ccccc3)C(=O)N2C1)c1ccc2ccccc2c1	-4	-0.2	0.4	2
COc1cc(OC)cc(C(=O)Nc2ccc3oc(-c4ccc(Cl)cc4)nc3c2)c1	-52	-0.1	0.7	2
COC(=O)Cn1cc(S(=O)(=O)N2CCCc3ccccc32)c2cc([N+](=O)[O-])ccc21	14	0.2	-0.8	0
CC(C)(C)NC(=O)CSc1nnc(-c2ccccn2)n1-c1ccccc1Cl	-15	-0.1	-0.1	2
CC1=CC(C)(C)Nc2ccc(OC(=O)CCC3CCCCC3)cc21	9	-0.1	0.3	6
Cc1[nH]n(-c2ccccc2)c(=O)c1C(c1ccccc1C(F)(F)F)c1c(C)[nH]n(-c2ccccc2)c1=O	4	-1.3	0.6	10
CCOc1cc(CN2CCC3(CC2)CC3C(=O)NCCc2ccccc2)ccc1OC (stereo not drawn)	-22	-0.3	-1.2	0
O=C(NCCCO)c1nnc(-c2ccccc2)o1	20	0.1	0.0	-43
CCOc1ccc(CNC(CC(C)C)C(=O)O)cc1 (stereo not drawn)	-3	-0.1	-0.7	7
COc1ccc(CCNC(=O)CSc2nc3ccccc3[nH]2)cc1OC	-2	0.0	1.5	3
